Assay outcomes as filed in PubChem BioAssay.
Autophagy HCS – autophagy modulation, high-content screen | 190,000 tested, 0.98% active | AID 463193 | calls only at 10 µM (by protocol) | MEF GFP-LC3 puncta imaging; test concentration mostly 10 µM;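 active = percentage of spot-positive cells more than 3 SD above its plate mean, without a fluorescence outlier flag or 80% toxicity; inconclusive = no clear call, values can overlap the other calls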;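 note: spot-positive cell cutoff set from DMSO-treated cells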
Myeloid diff MLP – compounds promoting myeloid differentiation | ER-HoxA9 myeloid progenitors, lysozyme-GFP differentiation, flow cytometry | calls only at 10 µM | 360,000 tested, 1% active;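 active = normalized GFP-positive differentiation at or above the plate's own cutoff, the solvent-only control mean plus 3 SD; inconclusive = no clear call, values can overlap the other calls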;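 note: cells exposed to compound for four days before flow analysis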
West Nile virus CPE – inhibition of WNV-induced cytopathic effect – cell-based, CPE readout (AID 1621); West Nile virus-infected cells, CPE inhibition; higher % means a stronger effect; CPE inhibition, % at 10 µM; hits with a dose series show IC50 in µM; 290,000 tested, 0.02% active; in the data active = a potency from the dose series; inconclusive = CPE inhibition mostly from about 3.7% at the one dose, without a potency; inactive = the rest, 99 in 100 with CPE inhibition below about 2.2%; note: strong numbers were not always called active
T cell HTS – modulates CD8 T cell binding to vesicles. 2C CD8+ T cell-vesicle binding, flow cytometry; active compounds read low. calls only at 7 µM. 330,000 tested, 0.068% active. AID 2052;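 active = response, share of CD8 T cells binding vesicles, and their 90th percentile fluorescence all below set limits, cut at about 80% in these data, passing the limit was not always enough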
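incubation = binding step 1.5 h, 37 °C, antibody labelling 20 min, ice | test system = 2C mouse CD8+ T cells | read-out basis = percent CD8+ FL2 mean versus row control | controls = Peptide-free naked vesicles (low) and QL9 vesicles with 0.7% DMSO vehicle (high) | detection = flow cytometry of vesicle-bound cells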
Insulin prom up – MIN6 insulin promoter up-regulation. MIN6 insulin promoter-GFP reporter, high-content imaging; active compounds read high. z-score at 5 µM. 190,000 tested, 0.3% active;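 active = z-score above 3 at 5 µM with at least 500 cells counted in the well; inconclusive = wells under 500 cells, flagged as cytotoxic or low count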
Lipid droplet – modulators of hepatic lipid droplet formation. AML12 mouse hepatocytes, oleate lipid droplets, BODIPY imaging. inhibition, % at 6.5 µM. 240,000 tested, 0.4% active;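 active = lipid droplet intensity inhibited by at least 50%, with more than 500 cells counted; inconclusive = wells with under 300 cells, treated as cytotoxic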
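Test system: AML12 hepatocytes (mouse); reagent: oleate loading, 100 µM; dosing: one dose, 6.5 µM compound; incubation: overnight exposure; signal: fluorescence imaging, 20x objective, two fields per well; read-out basis: % inhibition of corrected integrated BODIPY droplet signal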
MT stabilizer – stabilizes microtubules in HeLa cells; HeLa tubulin immunostaining HCS, 24 h; share of cells brighter than vehicle mean+2SD; % tubulin-high responders, % at 10 µM; 200,000 tested, 0.83% active; AID 2205;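 active = plate Z-score above 3 for both tubulin-high and condensed-nucleus cell shares, with cell loss under 80%, at 10 µM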;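 note: anti alpha tubulin signal scored within the nucleus-defined area of each cell; some results filed as inactive read as strong as hits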
bCat nuc transl – beta-catenin nuclear translocation modulation. AID 1665. nuclear translocation activity, % at 5 µM. HeLa beta-catenin nuclear translocation, immunofluorescence imaging. 190,000 tested, 0.3% active;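 active = nuclear translocation activity above 50% at 5 µM, with a well cell count of 50 or more; inconclusive = wells under 50 cells across six images, flagged as toxic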;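 note: per-cell ratio of nuclear to cytoplasmic median beta-catenin stain intensity; plate controls were DMSO negative control for no effect and GSK-3 inhibitor IX positive control for full effect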
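test system = HeLa cells, endogenous beta-catenin | dosing = single 5 µM dose plus 0.02–20 µM confirmation series | times = compound treatment 24 h, 37°C, 5% CO2 | technique = beta-catenin immunofluorescence imaging with DAPI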
WT yeast gro inh – growth inhibition of WT yeast, mitochondrial fusion screen; mitochondrial fusion phenotypic screen, WT strain; 190,000 tested, 2.1% active; inhibition, % at 10 µM; AID 1362; in the data active = inhibition above about 58%; tested in S. cerevisiae
WT yeast gro inh mutant strain – also measured in WT yeast gro inh; calls as there; inhibition, %; mitochondrial fusion phenotypic screen, mutant strain inhibition
Insulin prom up cell count – recorded beside Insulin prom up, whose call it bears; cell count; measured here: cytotoxicity, nuclei count;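 total cells summed across four imaged fields per well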
Lipid droplet cells 6.5 µM – recorded beside Lipid droplet, whose call it bears; cell count; measured here: cell count, cytotoxicity flag;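 cells counted across two imaged fields per well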
bCat nuc transl cell count 5 µM – second read-out of bCat nuc transl, no call of its own (marks repeat the call); cell count; measured here: cell count, cytotoxicity flag
T cell HTS vesicle-bound % – second read-out of T cell HTS, no call of its own (marks repeat the call); double positive events, %; measured here: CD8+ vesicle-bound cell fraction;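 binding gate set so that unloaded-vesicle control wells show 10% double positive cells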
MT stabilizer Hoechst-high % – further read-out of MT stabilizer, marked with its call; % Hoechst-high responders; measured here: nuclear condensation Hoechst responders;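 share of cells brighter than vehicle mean plus two SD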
MT stabilizer cytotoxicity % – recorded beside MT stabilizer, whose call it bears; toxicity, %; measured here: cytotoxicity by cell density;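 0% = mean cell density of plate MIN control wells and 100% = no cells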
Autophagy HCS cell loss 18 h – second read-out of Autophagy HCS, no call of its own (marks repeat the call); toxicity, %; measured here: cell loss, nuclei count;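 cell loss after 18 h compound exposure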
Myeloid diff MLP GFP+ MAC1+ % – also measured in Myeloid diff MLP; calls as there; GFP+ MAC1+ double positive, %; measured here: differentiation confirmed by MAC1 staining
Active calls of the source: *.

O=C(Oc1ccc(Cl)c2cccnc12)N1CCCCC1 was read as Autophagy HCS inactive, Myeloid diff MLP inactive, West Nile virus CPE -0.5%, T cell HTS inactive, Insulin prom up 0.04, MT stabilizer 2.4, bCat nuc transl 1.3, WT yeast gro inh -7.6, WT yeast gro inh mutant strain 6.3, Insulin prom up cell count 1251, bCat nuc transl cell count 5 µM 1142, T cell HTS vesicle-bound % 8.9, MT stabilizer Hoechst-high % 3.3, MT stabilizer cytotoxicity % 14.0, Autophagy HCS cell loss 18 h 8.9 and Myeloid diff MLP GFP+ MAC1+ % 8.2.
Screening C=CCOc1ccc(-c2nc3c(c(=O)[nH]c(=O)n3Cc3ccccc3)n2CCCOC)cc1 returned Myeloid diff MLP inactive, West Nile virus CPE 0.1%, T cell HTS inactive, Lipid droplet 56.0*, Lipid droplet cells 6.5 µM 742*, T cell HTS vesicle-bound % 39.9 and Myeloid diff MLP GFP+ MAC1+ % 1.5.
Screening CC(C)C(=O)NC(NC(=O)C(C)C)c1ccc([N+](=O)[O-])cc1 returned Autophagy HCS inactive, Myeloid diff MLP inactive, West Nile virus CPE -0.6%, T cell HTS inactive, Insulin prom up -0.18, Lipid droplet -2.3, MT stabilizer 1.6, WT yeast gro inh 5.0, WT yeast gro inh mutant strain -10.7, Insulin prom up cell count 1416, Lipid droplet cells 6.5 µM 724, T cell HTS vesicle-bound % 51.0, MT stabilizer Hoechst-high % 1.5, MT stabilizer cytotoxicity % 8.4, Autophagy HCS cell loss 18 h 9.5 and Myeloid diff MLP GFP+ MAC1+ % 3.0.
C/C(=N/NC(=O)CNC(=O)Cc1ccccc1)c1ccc(Cl)cc1 was read as Myeloid diff MLP inactive, West Nile virus CPE 0.1%, T cell HTS inactive, Insulin prom up 0.21, Lipid droplet -0.4, bCat nuc transl -2.1, Insulin prom up cell count 1094, Lipid droplet cells 6.5 µM 691, bCat nuc transl cell count 5 µM 1361, T cell HTS vesicle-bound % 34.4 and Myeloid diff MLP GFP+ MAC1+ % 0.6.
For Cc1ccc(Cl)c(OCC(=O)NCc2ccco2)c1 the results were Autophagy HCS inactive, Myeloid diff MLP inactive, West Nile virus CPE 0.0%, T cell HTS inactive, Insulin prom up 0.07, Lipid droplet -1.1, MT stabilizer 1.4, bCat nuc transl -3.4, WT yeast gro inh 2.7, WT yeast gro inh mutant strain -15.3, Insulin prom up cell count 699, Lipid droplet cells 6.5 µM 735, bCat nuc transl cell count 5 µM 1135, T cell HTS vesicle-bound % 13.7, MT stabilizer Hoechst-high % 1.3, MT stabilizer cytotoxicity % 5.4, Autophagy HCS cell loss 18 h -9.5 and Myeloid diff MLP GFP+ MAC1+ % 0.6.
Screening Cc1ccccc1OCC(O)CN1CCC(C)CC1 (stereo unspecified) returned Autophagy HCS inactive, Myeloid diff MLP inactive, West Nile virus CPE -0.6%, T cell HTS inactive, Insulin prom up -0.1, Lipid droplet 12.9, MT stabilizer 5.9, bCat nuc transl 0.9, WT yeast gro inh 2.7, WT yeast gro inh mutant strain -2.2, Insulin prom up cell count 1591, Lipid droplet cells 6.5 µM 671, bCat nuc transl cell count 5 µM 957, T cell HTS vesicle-bound % 67.0, MT stabilizer Hoechst-high % 1.4, MT stabilizer cytotoxicity % 7.3, Autophagy HCS cell loss 18 h 21.6 and Myeloid diff MLP GFP+ MAC1+ % 0.1.
C=CCN(Cc1ccco1)S(=O)(=O)c1ccc(Cl)cc1 was read as Myeloid diff MLP inactive, West Nile virus CPE -0.6%, T cell HTS inactive, Lipid droplet 1.8, Lipid droplet cells 6.5 µM 846, T cell HTS vesicle-bound % 10.3 and Myeloid diff MLP GFP+ MAC1+ % 2.0.
`Cn1nnc(NC(=O)CSc2ncn[nH]2)n1` gave Autophagy HCS inactive, Myeloid diff MLP inactive, West Nile virus CPE 0.9%, T cell HTS inactive, Insulin prom up -0.08, MT stabilizer 2.9, bCat nuc transl 1.7, WT yeast gro inh 18.9, WT yeast gro inh mutant strain -16.3, Insulin prom up cell count 1481, bCat nuc transl cell count 5 µM 1315, T cell HTS vesicle-bound % 31.8, MT stabilizer Hoechst-high % 2.2, MT stabilizer cytotoxicity % 4.4, Autophagy HCS cell loss 18 h 1.1 and Myeloid diff MLP GFP+ MAC1+ % 0.6.
Screening COc1ccc(OC)c(CCNC(=O)Cn2nc(C)c3c(C)n(-c4ccccc4)nc3c2=O)c1 returned Myeloid diff MLP inactive, West Nile virus CPE -1.3%, T cell HTS inactive, Lipid droplet -31.6, Lipid droplet cells 6.5 µM 746, T cell HTS vesicle-bound % 48.0 and Myeloid diff MLP GFP+ MAC1+ % 1.7.
For NS(=O)(=O)c1ccc(CNC(=S)NCc2ccc(F)cc2)cc1 the results were Myeloid diff MLP inactive, West Nile virus CPE -0.5%, T cell HTS inactive, Lipid droplet 7.4, Lipid droplet cells 6.5 µM 860, T cell HTS vesicle-bound % 49.4 and Myeloid diff MLP GFP+ MAC1+ % 0.6.
`COc1ccc2c(CC(=O)Nc3ccc(OC)c(NS(=O)(=O)c4ccc(F)cc4)c3)coc2c1` gave Autophagy HCS inactive, Myeloid diff MLP inactive, West Nile virus CPE -1.3%, T cell HTS inactive, Insulin prom up -0.38, Lipid droplet -2.8, MT stabilizer 3.1, bCat nuc transl -0.5, WT yeast gro inh -24.9, WT yeast gro inh mutant strain -26.9, Insulin prom up cell count 1219, Lipid droplet cells 6.5 µM 660, bCat nuc transl cell count 5 µM 1109, T cell HTS vesicle-bound % 38.4, MT stabilizer Hoechst-high % 1.4, MT stabilizer cytotoxicity % 32.4, Autophagy HCS cell loss 18 h 5.6 and Myeloid diff MLP GFP+ MAC1+ % 1.2.
For CC(C)n1cc(CN2CCCC(CNS(=O)(=O)c3cccc4cccnc34)C2)cn1 (stereo unspecified) the results were Myeloid diff MLP inactive, West Nile virus CPE -0.5%, T cell HTS inactive, Lipid droplet -1.2, Lipid droplet cells 6.5 µM 796, T cell HTS vesicle-bound % 29.5 and Myeloid diff MLP GFP+ MAC1+ % 0.7.
O=C(N/N=C/c1c(O)ccc2ccccc12)c1cccc(C(F)(F)F)c1 was read as Autophagy HCS inactive, Myeloid diff MLP inconclusive, West Nile virus CPE inconclusive, T cell HTS inactive, Insulin prom up inconclusive, Lipid droplet -0.1, MT stabilizer 8.7, bCat nuc transl -2.3, WT yeast gro inh 6.5, WT yeast gro inh mutant strain 28.0, Lipid droplet cells 6.5 µM 659, bCat nuc transl cell count 5 µM 374, T cell HTS vesicle-bound % 3.8, MT stabilizer Hoechst-high % 1.6, MT stabilizer cytotoxicity % 25.2 and Autophagy HCS cell loss 18 h 19.1.
Screening O=C1COc2ccc(C(=O)COC(=O)c3cc(S(=O)(=O)N4CCOCC4)ccc3F)cc2N1 returned Myeloid diff MLP inactive, West Nile virus CPE -0.1%, T cell HTS inactive, Lipid droplet -42.8, Lipid droplet cells 6.5 µM 905, T cell HTS vesicle-bound % 56.1 and Myeloid diff MLP GFP+ MAC1+ % 3.8.
Screening Cn1ccnc1SCC(=O)Nc1ccccc1 returned Autophagy HCS inactive, Myeloid diff MLP inactive, West Nile virus CPE 0.0%, T cell HTS inactive, Lipid droplet -14.0, MT stabilizer 3.6, WT yeast gro inh -13.6, WT yeast gro inh mutant strain 0.8, Lipid droplet cells 6.5 µM 581, T cell HTS vesicle-bound % 36.4, MT stabilizer Hoechst-high % 1.8, MT stabilizer cytotoxicity % 4.4, Autophagy HCS cell loss 18 h -4.5 and Myeloid diff MLP GFP+ MAC1+ % 0.4.
For O=C(NCc1ccncc1)C(=O)N/N=C/c1ccccc1OCc1ccccc1 the results were Autophagy HCS inactive, Myeloid diff MLP inactive, West Nile virus CPE -0.2%, T cell HTS inactive, Insulin prom up -0.1, Lipid droplet 12.9, MT stabilizer 1.3, bCat nuc transl 1.8, WT yeast gro inh 5.7, WT yeast gro inh mutant strain -1.2, Insulin prom up cell count 1218, Lipid droplet cells 6.5 µM 683, bCat nuc transl cell count 5 µM 1162, T cell HTS vesicle-bound % 7.1, MT stabilizer Hoechst-high % 1.0, MT stabilizer cytotoxicity % 5.9, Autophagy HCS cell loss 18 h -28.8 and Myeloid diff MLP GFP+ MAC1+ % 0.1.
Screening c1ccc(Cn2ncc3c(N4CCN(C(c5ccccc5)c5ccccc5)CC4)ncnc32)cc1 returned Myeloid diff MLP inactive, West Nile virus CPE -1.2%, T cell HTS inactive, Lipid droplet -1.7, Lipid droplet cells 6.5 µM 761, T cell HTS vesicle-bound % 17.7 and Myeloid diff MLP GFP+ MAC1+ % 0.5.
Cc1csc(NC(=O)c2ccccc2C(=O)O)n1 was read as Autophagy HCS inactive, Myeloid diff MLP inactive, West Nile virus CPE 0.4%, T cell HTS inactive, Insulin prom up -0.11, Lipid droplet 4.0, MT stabilizer 1.9, WT yeast gro inh 5.8, WT yeast gro inh mutant strain 8.7, Insulin prom up cell count 1186, Lipid droplet cells 6.5 µM 683, T cell HTS vesicle-bound % 45.6, MT stabilizer Hoechst-high % 1.8, MT stabilizer cytotoxicity % 5.3, Autophagy HCS cell loss 18 h 8.4 and Myeloid diff MLP GFP+ MAC1+ % 0.6.
`COc1ccc(C(C(O)C(=O)c2c[nH]c3ccccc23)N2CCN(c3ccc(OC)cc3)CC2)cc1` (stereo unspecified) gave Autophagy HCS inactive, Myeloid diff MLP inactive, West Nile virus CPE -0.4%, T cell HTS inactive, Insulin prom up -0.17, Lipid droplet -0.4, MT stabilizer 5.9, bCat nuc transl -0.6, WT yeast gro inh 15.6, WT yeast gro inh mutant strain -6.1, Insulin prom up cell count 1166, Lipid droplet cells 6.5 µM 805, bCat nuc transl cell count 5 µM 988, T cell HTS vesicle-bound % 27.1, MT stabilizer Hoechst-high % 3.0, MT stabilizer cytotoxicity % 14.8, Autophagy HCS cell loss 18 h 16.4 and Myeloid diff MLP GFP+ MAC1+ % 0.7.
